# ATXN viability: reduces viability in counter-screen for ATXN expression inhibitors; AID 651635; 400,000 tested, 0.49% active; S2 cells (HEK-293 line with an ATXN2-luciferase reporter) viability, CellTiter-Fluor protease fluorescence, 24 h; Potency, µM (highest dose often 56.7 µM), actives largely listed as cytotoxic; further: potency means the concentration at half of the fitted maximal effect; nearly all actives have a fitted effect of over 40% in size
# KB-V1 MDR tox: KB-V1 MDR subline cytotoxicity; 400,000 tested, 3.4% active; AID 1347076; Potency, µM (doses to about 46.1 µM), for the others: at the top dose activity change, negative = cytotoxicity, most hits filed as cytotoxic; KB-V1 MDR cells viability, CellTiter-Glo, 72 h; further: potency means the concentration at half of the fitted maximal effect; on the % scale 0 is the no-effect control and ±100 the full control effect; nearly all actives have a fitted effect of over 60% in size
#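 Cells of the MDR subline KB-V1 are plated, dosed with compound at multiple concentrations, and incubated 72 h at 37 degrees C; CellTiter-Glo is then added and luminescence read after 10 min.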
# KB-3-1 tox: KB-3-1 parental cell cytotoxicity | KB-3-1 viability, CellTiter-Glo ATP luminescence, 72 h | Potency, µM (doses to about 46.1 µM), without a hit: at the top dose activity change, negative = cytotoxic, usual class: cytotoxic | 400,000 tested, 1.4% active | AID 1347075; further: potency means the concentration at half of the fitted maximal effect; on the % scale 0 is the no-effect control and ±100 the full control effect; nearly all actives have a fitted effect of over 60% in size
#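 Multi-concentration cytotoxicity screen in KB-3-1 cells grown in DMEM lacking phenol red with 10% FBS. After 72 h at 37 °C with compound, ATP-dependent luminescence was recorded.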
# IL-1B inflam inh: inflammasome signaling inhibition, IL-1 beta readout; THP-1 LPS/ATP IL-1B secretion, AlphaLISA, 16 h; active compounds read low; 360,000 tested, 4.7% active; activity change, % at 57.5 µM; in the data active means activity change below about -50%; inconclusive means mostly about -30% to -49%; further: on the % scale 0 is the no-effect control and ±100 the full control effect
#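 THP-1 cells pretreated 1 hr with compounds (up to 57.5 uM final), then stimulated with LPS (250 ng/mL final) plus ATP (1.25 mM final); secreted IL-1B measured by AlphaLISA after 16 hr, decreased signal indicating inhibition.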
# ATXN2 expr inh: reduces ATXN2 reporter expression in HEK-293 cells. Potency, µM (doses to about 57 µM), for inactives: at the top dose activity change, negative = inhibition, hits mostly inhibitors. 360,000 tested, 0.72% active. HEK-293 ATXN2-luciferase reporter, luminescence, 24 h; further: potency means the concentration at half of the fitted maximal effect; on the % scale 0 is the no-effect control and ±100 the full control effect; nearly all actives have a fitted effect of over 55% in size
#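 ATXN2-luciferase reporter cells (luciferase flanked by upstream and downstream ATXN2 gene portions) were treated 24 h at 37 °C with compounds at up to 57 uM. SteadyGlo luminescence gave expression; GF-AFC fluorescence gave viability.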
# MCF10A rereplic: DNA re-replication induction in MCF 10a cells; AID 624296; 350,000 tested, 2.9% active; Potency, µM (highest dose often 46.1 µM), for inactives: at the highest dose activity, positive = re-replication, usual class: activators; MCF 10A DNA re-replication, Hoechst nuclear intensity, 48 h; further: potency means the concentration at half of the fitted maximal effect; % of control where 0% means no effect; nearly all actives have a fitted effect of over 50% in size
# HT1080 IDH1KD tx: toxicity to HT-1080 IDH1 knockdown cells (counter line) | HT-1080 IDH1 knockdown viability, ATP luminescence, 48 h | 360,000 tested, 2% active | Potency, µM (highest dose often 46.1 µM), for inactives: at the highest dose activity, negative = toxicity, usual class: cytotoxic;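 further: potency means the concentration at half of the fitted maximal effect; 0% = DMSO wells and -100% = cell-free medium wells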
#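 In this qHTS, HT-1080 cells depleted of IDH1 are exposed for 48 h at 37 °C to compound titrations. Toxicity is scored from CellTiter-Glo luminescence, with DMSO as full viability and medium alone as none.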
# HT1080NT lethal: kills 2HG-producing HT-1080-NT fibrosarcoma cells; HT-1080-NT fibrosarcoma viability, CellTiter-Glo ATP luminescence, 48 h; Potency, µM (highest dose often 46.1 µM), for inactives: at the top dose activity, negative = less viability, most hits filed as cytotoxic; 360,000 tested, 1.6% active; AID 686970;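 further: NT is the 2HG producing partner of a matched IDH1 knockdown line; potency means the concentration at half of the fitted maximal effect; 0% = DMSO-treated cells and -100% = media-only wells without cells; nearly all actives have a fitted effect of over 55% in size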
#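 Fibrosarcoma NT cells, 750 per well in 5% FBS RPMI, were exposed to compound for 48 hours. Viability: CellTiter-Glo luminescence.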
# SW480 rereplic: induces DNA re-replication in SW480 colon adenocarcinoma cells. 340,000 tested, 1.8% active. AID 624297. Potency, µM (doses to about 46.1 µM), for inactives: at the top dose re-replication activation, most hits filed as activators. SW480 DNA re-replication, Hoechst DNA content imaging, 48 h; further: potency means the concentration at half of the fitted maximal effect; % of control where 0% means no effect; nearly all actives have a fitted effect of over 55% in size
#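 DNA re-replication was detected as more nuclei of elevated Hoechst intensity after 48 hr exposure to compound (23 nL pinned per well of 250 cells).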
# Starred values were filed as active, the others as inactive; i = inactive; ? = inconclusive; . = no result given; [ ] = remark or other dose. Unless noted, the call rests on the fitted dose curve; in most records, active means well fitted curve in the direction sought with a large enough effect; inconclusive means small, poorly fitted or top-dose-only effect, or another doubt; inactive means no such curve, though single readings can be large; an effect the other way counts as inactive or inconclusive.
SMILES,ATXN viability,KB-V1 MDR tox,KB-3-1 tox,IL-1B inflam inh,ATXN2 expr inh,MCF10A rereplic,HT1080 IDH1KD tx,HT1080NT lethal,SW480 rereplic
CC(=O)NNC(=O)CN1C(=O)/C(=C/c2ccccc2)SC1=S,i,?,6%,-13,2%,6%,12%,6%,1%
O=S(=O)(O)c1nc2ccccc2n1Cc1ccc(Cl)cc1Cl,i,4%,-6%,8,-4%,19%,-15%,0%,-2%
COc1cc(-c2cc3nc(NCCOc4ccccc4)ccn3n2)cc(OC)c1OC,?,16µM*,?,12,?,.,9.2µM*,21µM*,.
Cc1ccc(S(=O)(=O)Nc2ccc(Cl)cc2)cc1NC(=O)Cn1cnc2c1c(=O)n(C)c(=O)n2C,i,0%,-1%,11,-4%,5%,-22%,6%,1%
COc1ccc2[nH]c(=O)c(CN(CC3CCCO3)C(=O)Nc3ccccc3)cc2c1 (stereo not drawn),?,-20%,-3%,?,-10%,0%,-9%,-4%,-2%
COc1ccc(NC2CCCN(C(=O)CCc3cccc(Cl)c3)C2)cc1 (stereo not drawn),i,-11%,9%,0,-14%,10%,3%,3%,1%
CCOC(=O)c1sc2nc(CC(C)C)c3c(c2c1N)CCC3,i,-20%,-1%,1,-7%,?,-1%,-2%,8%
O=S(=O)(Nc1ccc2c(c1)CCC2)c1cccs1,i,-8%,-14%,26,21%,1%,-18%,-1%,-3%
CC(c1ccco1)N(C(=O)c1ccccc1NS(=O)(=O)c1cc([N+](=O)[O-])ccc1Cl)c1ccccn1 (stereo not drawn),?,?,-2%,-4,1%,4%,-3%,-2%,15%
CC(C)(O)C#Cc1ccc(C(=O)N2CCCC2C(=O)O)s1 (stereo not drawn),i,27%,2%,21,-3%,-2%,19%,16%,-6%
O=C(CCNC(=O)c1ccc([N+](=O)[O-])cc1)Nc1ccc(S(=O)(=O)N2CCOCC2)cc1,?,16%,1%,3,1%,0%,-1%,2%,-4%
COc1ccc(Oc2cc(NN3CCCCC3)c([N+](=O)[O-])cc2[N+](=O)[O-])cc1OC,i,3%,1%,14,0%,0%,7%,3%,-18%
COc1ccc(-c2csc3nc(C)nc(N4CCN(C(C)=O)CC4)c23)cc1OC,?,-24%,1%,0,-2%,?,-2%,-20%,1%
Cn1cc(C(=O)NC2C3CC4CC(C3)CC2C4)cn1 (stereo not drawn),i,-15%,7%,-1,3%,14%,-18%,0%,.
Cc1ccnc(NC(=O)C2CCCN(S(=O)(=O)c3cnc[nH]3)C2)c1 (stereo not drawn),i,-3%,0%,10,-1%,-2%,2%,0%,-2%
CCC1=C(C(=O)OC)C(c2cc(OC)ccc2OC)C(C#N)=C(N)O1 (stereo not drawn),i,?,2%,-3,-2%,5%,-1%,-19%,4%
O=C(O)c1cc(Cl)ccc1NC(=O)C1CCCO1 (stereo not drawn),i,-3%,1%,23,-4%,21%,0%,-1%,?
Cn1c(=O)cc(OCC(=O)NCc2cccnc2)c2ccccc21,i,-1%,11%,4,15%,1%,-7%,-13%,-16%
Cn1c(NCc2cccnc2)nc2cc(-c3cccc(C(F)(F)F)c3)sc2c1=O,i,-1%,0%,2,5%,.,12%,-6%,.
CCCC(=O)Nc1ccc(Oc2ccc(NC(=O)CCC)cc2)cc1,i,14%,0%,-19,5%,-1%,4%,-6%,-1%
CCCCN1C(=O)CCC(C(=O)O)C1c1ccccc1 (stereo not drawn),i,8%,9%,20,3%,11%,6%,1%,-2%
Cc1ccc2sc(N(CCCN(C)C)C(=O)c3ccc(S(=O)(=O)N(C)Cc4ccccc4)cc3)nc2c1C,.,?,?,-93*,?,?,?,-19%,?
Nc1ccc2c(c1)Oc1ccccc1C=C2,.,6%,6%,-13,-18%,3%,3%,-6%,-6%
COc1ccc(C(=O)Nc2nnc(-c3ccc(F)cc3)s2)c(OC)c1,i,-1%,0%,-28,-26%,?,?,?,-6%
C/C=C/c1ccc(OCC(=O)Nc2cc(Cl)ccc2-n2cncn2)c(OC)c1,i,-24%,-1%,-20,-1%,27%,-12%,-2%,-1%

# Part of the list above, with two lines to a compound:
# Under each structure: ATXN viability	KB-V1 MDR tox	KB-3-1 tox	IL-1B inflam inh	ATXN2 expr inh	MCF10A rereplic	HT1080 IDH1KD tx	HT1080NT lethal	SW480 rereplic
Cc1ccc(S(=O)(=O)Nc2ccc(Cl)cc2)cc1NC(=O)Cn1cnc2c1c(=O)n(C)c(=O)n2C
    i	0%	-1%	11	-4%	5%	-22%	6%	1%
COc1ccc2[nH]c(=O)c(CN(CC3CCCO3)C(=O)Nc3ccccc3)cc2c1 (stereo not drawn)
    ?	-20%	-3%	?	-10%	0%	-9%	-4%	-2%
COc1ccc(NC2CCCN(C(=O)CCc3cccc(Cl)c3)C2)cc1 (stereo not drawn)
    i	-11%	9%	0	-14%	10%	3%	3%	1%
CCOC(=O)c1sc2nc(CC(C)C)c3c(c2c1N)CCC3
    i	-20%	-1%	1	-7%	?	-1%	-2%	8%
O=S(=O)(Nc1ccc2c(c1)CCC2)c1cccs1
    i	-8%	-14%	26	21%	1%	-18%	-1%	-3%
CC(c1ccco1)N(C(=O)c1ccccc1NS(=O)(=O)c1cc([N+](=O)[O-])ccc1Cl)c1ccccn1 (stereo not drawn)
    ?	?	-2%	-4	1%	4%	-3%	-2%	15%

# Continued:
SMILES,ATXN viability,KB-V1 MDR tox,KB-3-1 tox,IL-1B inflam inh,ATXN2 expr inh,MCF10A rereplic,HT1080 IDH1KD tx,HT1080NT lethal,SW480 rereplic
COc1cc(C2C(C(=O)Nc3ccc(F)cc3)=C(C)Nc3nc(CCCO)nn32)cc(OC)c1OC (stereo not drawn),i,1%,0%,21,7%,1%,3%,-7%,1%
O=C(NCCN1CCN(c2ccccc2)CC1)Nc1cccc(Cl)c1,i,-23%,-25%,?,0%,?,18µM*,21µM*,37%
O=C(NC1CCCCC1)c1ccccc1NC(=O)C1CC1,i,16µM*,-3%,7,1%,20%,4%,3%,0%
Cn1c2ccccc2c2cc(/C=C(\NC(=O)c3ccccc3)C(=O)NCC(=O)O)ccc21,i,-2%,1%,26,.,?,5%,8%,-9%
O=c1[nH]c(SCc2ccc(Br)cc2)nc2c1CCCC2,i,-3%,-8%,.,8%,.,.,.,.
CCCNC(=S)N1CCC(C(=O)c2ccc(Cl)cc2)CC1,i,-2%,-1%,29,-29%,0%,-14%,0%,7.3µM*
Cc1cccnc1NC(=O)c1cccc(S(=O)(=O)N2CCCc3ccccc32)c1,i,?,-5%,-10,10%,11%,-4%,-2%,19%
O=C(CN1CCN(Cc2ccccc2)CC1)Nc1cccc(S(=O)(=O)N2CCCCCC2)c1,?,?,-25%,-69*,-38%,4%,?,-26%,?
CCOc1ccccc1-n1c(COc2ccc(C)cc2)nnc1SCC(N)=O,i,-4%,2%,-1,-8%,0%,?,-5%[9.24 µM],1%
Cc1cccc(OCCSc2nc3ccc(NC(=O)COc4ccccc4C)cc3s2)c1,i,-9%,13%,.,-6%,.,.,.,.
CCCCNC(=S)NNC(=O)CCn1cc(C)cn1,i,19%,22%,-1,3%,1%,24%,27%,1%
COC(=O)c1ccc(NC(=S)NC2CCCCC2C)cc1 (stereo not drawn),i,?,?,-5,4%,44%,?,?,?
O=C(COC(=O)Cc1ccccc1F)NCc1ccccc1Cl,i,13%,7%,-5,.,.,2%,8%,.
COc1ccc(/C=C/C(=O)Nc2cc(C)nn2-c2nc3ccccc3n2Cc2cccc([N+](=O)[O-])c2)cc1,i,?,?,8,1%,0%,1%,2%,?
Cc1ccsc1C(=O)NNC(=S)NCC(C)C,i,11%,4%,-19,0%,6%,?,?,0%
COc1ccc(NC(=O)CN2c3cccc4cccc(c34)S2(=O)=O)c(OC)c1,i,-23%,0%,10,-15%,-11%,?,?,12%
CCCN(CCC)CCCNC(=O)c1cc2c(=O)[nH]c3ccccc3c2s1,i,10%,0%,-73*,-28%,?,-15%,-29%,?
CCc1ccc(C(=O)NC(CCSC)C(=O)O)cc1 (stereo not drawn),i,-2%,15%,0,-8%,2%,5%,6%,-2%
O=C(Nc1nccs1)c1cc(Cl)nc2ccccc12,i,-14%,?,14,-16%,?,-6%,-6%,6%
CC(=O)c1cc(-c2ccc(F)cc2)n(CC(=O)NCc2cccs2)c1C,i,0%,-2%,2,12%,1%,?,?,0%
Cc1ccc(/C=C/C(=O)OCc2nc(N)nc(Nc3ccccc3C)n2)o1,?,-2%,2%,-26,-4%,5%,-13%,-9%,-3%
CCCCCn1c(CNC(=O)c2cccs2)nc2ccccc21,i,-8%,-3%,-54*,-10%,28%,8%[9.24 µM],13µM*,6%
O=C(N/N=C/c1ccc(-c2cccc(C(F)(F)F)c2)o1)c1ccccc1Br,?,-6%,1%,-13,-16%,0%,?,-19%,-3%
Cc1ccc(C(=O)NNC(=O)C2CCN(c3nccc(C)n3)CC2)cc1,i,-1%,-3%,20,-2%,2%,-1%,8%,0%
COc1ccc(C2C=C(c3ccccc3)Nc3nc(NC(=O)/C=C/c4ccccc4OC)nn32)cc1 (stereo not drawn),i,6%,11%,.,9%,.,.,.,.
CN(CC(=O)NCCCN1CCOCC1)S(=O)(=O)c1ccc(Br)cc1,i,-5%,9%,9,1%,-30%[inhibitor],19%,18%,-7%

# Screening data as filed in PubChem.
